# PERK inhibitor: block of dimerizer-induced PERK translation repression, primary screen, PERK inhibitor project, CHO PERK-DD cells, SEAP luminescence, HTS. Eukaryotic translation initiation factor 2-alpha kinase 3 (Homo sapiens), Q9NZJ5. CHO PERK-DD fusion, SEAP luminescence translation reporter. inhibition, % at 5.6 µM. 220,000 tested, 0.17% active. AID 1416, 2008;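 active = inhibition above the mean inhibition of all tested compounds plus 3 SD, set separately per screening campaign, cut at about 2.9% in these data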;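 note: PERK kinase domain activated by AP20187 dimerizer at 100 nM; 0% = DMSO with dimerizer and 100% = rapamycin at 8.4 µM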
# Wee1 stabilizer: Wee1 degradation inhibitors, primary screen, cell-based, HeLa, Wee1K328M-luciferase, luminescence. HeLa Luc-Wee1K328M stability; 100% = proteasome inhibitor MG132 effect. reporter increase, % at 5 µM. 220,000 tested, 1.2% active;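 active = activation above the mean of all tested compounds plus 3 SD, set per screening run, cut at about 8.8% in these data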;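 note: cells exposed to compound for 20 h before luminescence read; 0% = DMSO alone and 100% = MG132 at 30 µM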
# S1P4 agonist: S1P4 receptor agonists, primary screen, cell-based; Sphingosine 1-phosphate receptor 4 (Homo sapiens), O95977; S1P4-expressing cell line, agonist reporter assay; activation, % at 4.98 µM; 220,000 tested, 0.35% active; AID 1509, 2009; in the data active = activation above about 11%;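 note: 0% = DMSO vehicle and 100% = reference agonist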
# Target sequence (O95977 whole entry, looked up): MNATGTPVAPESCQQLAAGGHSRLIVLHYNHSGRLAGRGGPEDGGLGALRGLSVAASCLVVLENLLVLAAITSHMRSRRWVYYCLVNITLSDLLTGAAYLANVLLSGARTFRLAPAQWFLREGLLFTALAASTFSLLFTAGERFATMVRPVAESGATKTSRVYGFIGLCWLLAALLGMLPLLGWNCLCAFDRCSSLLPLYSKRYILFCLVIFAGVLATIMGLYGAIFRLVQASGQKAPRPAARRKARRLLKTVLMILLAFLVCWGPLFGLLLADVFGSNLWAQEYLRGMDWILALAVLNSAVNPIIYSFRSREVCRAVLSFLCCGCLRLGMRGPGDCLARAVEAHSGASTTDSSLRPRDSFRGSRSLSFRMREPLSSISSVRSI
# NPY2 pot ag: NPY-Y2 potentiators or agonists, primary screen, cell-based | 220,000 tested, 0.45% active | cells expressing NPY-Y2, potentiator/agonist read-out | AID 1359, 2008 | Neuropeptide Y receptor type 2 (Homo sapiens), P49146 | activation, % at 3.6 µM; in the data active = activation above about 27%;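 note: cells stimulated with NPY near EC25 plus isoproterenol at EC100; 0% = vehicle plus submaximal agonist and 100% = vehicle plus saturating agonist; some results beyond the cut were filed as inactive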
# eIF4E-4G inh: eIF4E–eIF4G protein interaction inhibitors, primary screen, biochemical, uHTS, TR-FRET, eIF4GI fragment; inhibition, % at 21.7 µM; AID 782, 2007; Eukaryotic translation initiation factor 4E (Mus musculus) + Eukaryotic translation …; TR-FRET eIF4E-eIF4GI(517-606) binding, 2 h; 220,000 tested, 0.37% active;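 active = inhibition above about 30%, limit read from the data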;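 note: 0% = full FRET control wells and 100% = background wells lacking eIF4GI fragment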
# Ba/F3 V617F tox: reduced viability of JAK2V617F-dependent Ba/F3 cells, primary screen, JAK2V617F inhibitor project, cell-based, Ba/F3 EpoR-JAK2V617F, luminescence; 220,000 tested, 1.1% active; inhibition, % at 5.6 µM; ATP luminescence;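 active = inhibition above the campaign mean plus 3 SD over all tested compounds, cut at about 24% in these data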;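 note: cytokine-independent growth of Ba/F3 cells driven by EpoR plus mutant JAK2; 0% = DMSO-treated cells and 100% = JAK inhibitor I control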
# BaF3 parental: parental Ba/F3 cell viability inhibition, counter-screen for JAK2V617F inhibitor project, murine pro-B, CellTiter-Glo luminescence; CellTiter-Glo ATP luminescence; inhibition, % at 5.6 µM; 220,000 tested, 1.1% active;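 active = inhibition above a per-campaign cutoff, the mean inhibition of all tested compounds plus 3 SD, cut at about 27% in these data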;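 note: 0% = DMSO wells and 100% = JAK Inhibitor I control wells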
# MDM2 E3 inh: MDM2-luciferase reporter signal enhancers, primary screen, MDM2 E3 ligase inhibitor project, cell-based, luminescence, 1536-well; 210,000 tested, 0.11% active; signal enhancement, % at 5 µM; cell-based MDM2 ubiquitination luciferase reporter, 2 h; 0 = plate control, 100 = twice control, blank-subtracted; AID 1230, 2008; E3 ubiquitin-protein ligase Mdm2 (Homo sapiens), Q00987;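 active = signal enhancement of 30% or more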;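 note: luminescence tracks abundance of the self-degrading MDM2-luciferase fusion protein; higher signal means inhibition of MDM2 E3 ligase activity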
# Target sequence (Q00987 whole entry, looked up, the tested form may be a part): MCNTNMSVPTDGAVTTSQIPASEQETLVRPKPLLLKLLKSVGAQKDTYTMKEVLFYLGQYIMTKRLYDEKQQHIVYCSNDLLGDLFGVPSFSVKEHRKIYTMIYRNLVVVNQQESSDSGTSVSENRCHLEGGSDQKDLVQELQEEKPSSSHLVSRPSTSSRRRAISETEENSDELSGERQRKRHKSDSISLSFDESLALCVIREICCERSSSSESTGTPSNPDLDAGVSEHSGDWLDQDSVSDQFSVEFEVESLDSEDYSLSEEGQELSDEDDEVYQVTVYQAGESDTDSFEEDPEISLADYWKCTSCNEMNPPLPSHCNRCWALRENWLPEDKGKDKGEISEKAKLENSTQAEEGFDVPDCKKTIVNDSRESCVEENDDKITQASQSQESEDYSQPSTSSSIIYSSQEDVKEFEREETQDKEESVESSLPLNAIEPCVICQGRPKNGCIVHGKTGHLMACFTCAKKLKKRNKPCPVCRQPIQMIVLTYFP
#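 Test system: mammalian cells stably expressing self-ubiquitinating, self-degrading MDM2 E3–luciferase fusion; Amount: 2000 cells in each well; Medium: DMEM; Schedule: 4 h settle plus 2 h compound, 37 °C; Technique: SteadyLite luciferase luminescence after 15 min room-temperature reagent incubation; Benchmarks: plate control and blank wells.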
# S1P4 antagonist: S1P4 receptor antagonists, primary screen, cell-based; S1P4-expressing cells, antagonist mode, reporter read-out; inhibition, % at 4.98 µM; 220,000 tested, 0.26% active; in the data active = inhibition above about 29%;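 note: 0% = wells stimulated with agonist and 100% = vehicle wells without agonist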
# * hit, by the source's call; / = no result given; [ ] = remark or other dose. Random draw from the library; any-hit rate near 4.1%.
no.	Molecule	PERK inhibitor	Wee1 stabilizer	S1P4 agonist	NPY2 pot ag	eIF4E-4G inh	Ba/F3 V617F tox	BaF3 parental	MDM2 E3 inh	S1P4 antagonist
1	Cc1cc(=O)n(C2CCS(=O)(=O)C2)[nH]1 (centres undefined)	-0.1	-2	0.9	-7	1	-1	0	-7	-18
2	O=C(CN1CCN(C(=O)c2ccco2)CC1)Nc1ccccc1-c1ccccc1	-0.9	2	-1.3	5	-2	3	2	5	-13
3	O=C(CN1C(=O)/C(=C\c2ccc(C(F)(F)F)cc2)Sc2ccccc21)NCc1ccco1	0.5	-1	-1.2	4	9	-5	2	2	-3
4	Cc1nc2ccc(N3C(=O)CCC3=O)cc2[nH]1	0.9	0	0.3	9	0[fluorescence artefact?]	1	6	-15	-1
5	O=[N+]([O-])c1cc(Cl)cc(/C=N/n2cnnc2)c1O	1.1	3	1.2	-4	-2	3	1	-1	-21
6	Cc1cccc(N(CC(=O)NCc2ccc(F)cc2)C(=O)c2csnn2)c1C	0.6	1	-1.1	-10	5	1	7	-8	-2
7	CC(C)C(OC(=O)c1oc2ccccc2c1CSC1CCCCC1)C(=O)NC(N)=O (centres undefined)	2.0	1	0.5	2	-5	-1	4	-11	0
8	O=C(/C=C/c1ccco1)NCC(=O)N/N=C/c1ccc([N+](=O)[O-])cc1	0.5	-3	0.4	-2	7	-2	8	1	-6
9	O=C(NC1CC2CCC1C2)C1COc2ccccc2O1 (centres undefined)	0.2	-2	1.6	4	4[fluorescence artefact?]	-4	-2	-11	-6
10	Cc1nn(-c2cc(N3CCCCC3)ccc2N)c(=O)c2ccccc12	-0.8	3	1.4	11	1	-7	-2	-4	-8
11	COc1ccc(C(=O)/C=C\c2ccc(NC(=O)c3cccs3)cc2)cc1	-1.2	-3	1.2	-8	1	0	7	0	8
12	COc1cccc(NC(=S)N(CCc2c(C)[nH]c3ccccc23)Cc2cccs2)c1	-0.8	-1	16*	10	1[fluorescence artefact?]	0	7	/	-8
13	Cc1cc(C)c(C(=O)CSc2nnc(N)s2)c(C)c1	0.3	-1	1.1	-1	-3	1	1	-13	-11
14	CNC(=S)Nc1cc(Cl)ccc1Oc1ccccc1	0.7	0	0.8	1	14	-3	6	3	-12
15	CN(C)CCNC(=O)Cc1ncc(C(F)(F)F)cc1Cl	0.2	-3	2.4	-1	-3	3	12	4	-8
16	CCOc1ccccc1/C=N/NC(=O)c1cccc(S(=O)(=O)N(CC)CC)c1	1.4	-3	0.8	-4	-2	-2	0	2	-11
17	Cc1cc2nc3c(c(=O)n2[nH]1)CCCC3	-0.5	1	4.7	-10	4	-1	0	-13	-14
18	Cc1nc2ccccc2nc(C)c1=NOCc1ccc(Cl)cc1Cl	0.5	0	0.8	-5	0	2	9	5	2
19	O=C(NCCc1ccccc1)c1ccc(Br)o1	0.6	2	-1.0	12	-14	-2	-1	4	-12
20	COc1ccc(C2=NOC(CNC(N)=S)C2)cc1 (centres undefined)	0.5	0	0.4	-9	-4	4	4	-20	1
21	CN(C)c1ccc(C(=S)N2CCN(C(=S)Nc3cccc4ccccc34)CC2)cc1	1.9	-2	-1.3	9	-6	-2	1	1	-19
22	CCOc1ccc(NCc2cc3cc(OC)ccc3[nH]c2=O)cc1	-1.7	-3	2.3	-8	7	3	0	-1	6
23	CCC(=O)Nc1nc(C)c(-c2csc(Nc3ccccn3)n2)s1	0.1	2	0.5	11	-2	0	3	-1	11
24	CC(C)(C)c1ccc(NC(=O)Nc2ccc3ccccc3n2)cc1	1.9	-2	1.1	-12	-6	-3	-2	-14	-6
25	CC(=O)NC1CCCN(O)C(=O)/C=C(\C)CCOC(=O)C(NC(C)=O)CCCN(O)C(=O)/C=C(\C)CCOC(=O)C(NC(C)=O)CCCN(O)C(=O)/C=C(\C)CCOC1=O (centres undefined)	0.6	4	-1.1	5	3	-3	-6	-4	5
26	CCCOc1cccc(/C=N/NC(=O)c2csc(C)c2C)c1	-1.7	1	2.1	-29	-1	4	0	-7	14
27	CCOC(=O)c1cccc(NC(=O)CCn2cccc2)c1	0.3	1	-1.0	-4	3[fluorescence artefact?]	-5	-1	-18	0
28	COC(=O)COc1ccc(/C=N/NC(=O)c2ccc(N(Cc3ccccc3)S(C)(=O)=O)cc2)cc1	0.6	2	-0.1	31*	4[fluorescence artefact?]	0	0	-2	10
29	CCN(CC)C(=O)c1cccc2c1C(=O)c1ccccc1-2	-0.6	5	0.6	22	2	0	12	/	-3
30	O=C(COC(=O)c1cccc(NC(=O)c2ccco2)c1)c1ccc(Br)cc1	-0.8	8	-0.4	-16	0	-2	2	-33	8
31	O=C(NNC(=O)c1cc(OCC(F)(F)F)ccc1OCC(F)(F)F)c1ccc(Cl)c(Cl)c1	-0.5	-2	-0.2	-23	8	-6	1	-9	-12
32	O=C(CCSc1nnc(-c2ccco2)o1)Nc1ccccc1	1.5	-1	-0.1	-5	-2	0	5	0	5
33	O=C(O)CC/C(=N/NC(=O)CNC(=O)Cc1ccc(Cl)cc1)c1ccccc1	0.6	-1	1.1	-1	-4	-4	2	-8	-14
34	Cc1cccc(-n2nnc3cnn(C)c3c2=O)c1	-0.3	1	0.1	-3	3	3	3	-8	-16
35	CCN(CC)CC(=O)c1c[nH]c2ccccc12	0.5	7	3.0	10	-8[fluorescence artefact?]	3	4	-10	-13
36	CCOC(=O)N1CCC(N(CCN(C)C)C(=S)Nc2cc(C)cc(C)c2)CC1	0.5	0	1.1	3	2	1	9	-5	-9
37	O=C(O)[C@H]1CCCC[C@H]1C(=O)Nc1ccc(Nc2ccccc2)cc1	-0.1	3	0.8	34*	1	4	9	2	4
38	CC1(C)N=C(N)NC(Nc2ccccc2)=N1	0.0	0	-0.5	-4	-13	94*	98*	6	-8
39	O=C(OCn1nnc2ccccc2c1=O)C12CC3CC(CC(O)(C3)C1)C2	0.5	0	1.4	-5	-2	-1	6	-3	-2
40	CC(C)n1c(O)c(N=NC(=O)Cn2ccc(C(F)(F)F)n2)c2ccccc21	1.1	0	2.8	-7	8	-3	4	-25	-4
41	COC(=O)/C(C#N)=C/c1ccc(-c2ccc(S(N)(=O)=O)cc2)o1	-0.6	2	-0.5	-15	1	7	-5	/	5
42	O=C(CSc1ncc(C(F)(F)F)cc1Cl)NCC1CCCO1 (centres undefined)	0.1	3	1.5	7	-10	1	-5	/	-6
43	CC(=O)Nc1ccc(S(=O)(=O)Oc2cccc(N3C(=O)C4CCCCC4C3=O)c2)cc1 (centres undefined)	-0.2	-2	0.0	14	0	-3	4	-12	-3
44	COc1ccc(OC)c(C2NC(=O)NC(C)=C2C(=O)Nc2ccc(C)cc2C)c1 (centres undefined)	0.5	0	-0.6	-1	4[fluorescence artefact?]	-4	-1	-13	0
45	COc1cccc(-c2ccc(SCC(=O)N3CCOCC3)nn2)c1	0.1	2	0.4	-6	-1	5	2	11	0
46	COc1ccc(NC(=O)COC(=O)CNC(=O)c2cc(OC)c(OC)c(OC)c2)cc1	0.6	0	2.0	-7	-2	-2	1	3	-25
47	Cc1ccccc1CN1C(=O)c2ccccc2Sc2ccc(C(=O)O)cc21	1.1	-1	1.1	-3	3	3	8	2	-1
48	CC(C)(C)c1ccc(NC(=S)NCc2cccs2)cc1	1.3	0	1.6	-3	3	2	12	-22	0
49	CCOC(=O)/C=c1\s/c(=C\c2ccc3cc(OC)ccc3c2)c(=O)n1CC(=O)NCc1ccc2c(c1)OCO2	0.8	-3	1.6	10	2	-4	2	-12	4
50	Cn1c(=O)c2c(nc(NCCNC(=O)c3ccco3)n2Cc2ccc(Cl)cc2Cl)n(C)c1=O	0.1	-2	-0.5	3	10[fluorescence artefact?]	0	6	-33	12
51	C(=N\Nc1nc(-c2cccnc2)nc2ccccc12)/c1ccccc1	-1.5	3	-0.1	-10	-1	-5	1	-32	-20
52	CC(C)CC(=O)Nc1sc2c(c1C#N)CC(C)(C)NC2(C)C	-0.5	3	0.9	-18	0	-3	3	-6	-17
53	Cc1ccc(-c2cc(C(=O)O)c3cc(Br)ccc3n2)o1	1.0	9.0*	0.2	-10	7[fluorescence artefact?]	-1	3	/	-5
54	Cc1[nH]n(-c2ccc(Cl)cc2)c(=O)c1C(=O)c1ccccc1	0.1	2	0.5	4	-1	-1	7	-5	-17
55	O=C(O)C(O)c1ccco1 (centres undefined)	0.8	-3	0.3	-3	22[fluorescence artefact?]	2	4	15	-8
56	C=CCNC(=O)C1COc2ccccc2O1 (centres undefined)	1.6	-1	-1.3	-6	-1	-7	0	-4	12
57	O=c1oc2ccc(Cl)cc2cc1-c1ccccc1	0.5	3	7.9	1	-4	1	3	-28	-5
58	Cc1ccc(S(=O)(=O)N2CCN(C(=O)N3CCOCC3)C2c2ccc(N(C)C)cc2)cc1 (centres undefined)	-0.1	14*	-2.1	1	0	1	5	-12	-9
59	C=CCOC(=O)C1=C(C)NC(SCC(=O)Nc2nccs2)=C(C#N)C1c1ccc(Cl)cc1 (centres undefined)	-0.2	-2	0.5	-9	-3	-2	1	-7	-10
60	O=C(NCC1COc2ccccc2O1)C1C2C=CC3(CN(Cc4ccccc4Cl)C(=O)C13)O2 (centres undefined)	-0.5	-2	0.7	8	0[fluorescence artefact?]	-2	6	8	-11

# (listing goes on)
no.	Molecule	PERK inhibitor	Wee1 stabilizer	S1P4 agonist	NPY2 pot ag	eIF4E-4G inh	Ba/F3 V617F tox	BaF3 parental	MDM2 E3 inh	S1P4 antagonist
61	CCOC(=O)C(NC(=O)c1ccc(F)cc1)(Nc1nnc(C)s1)C(F)(F)F (centres undefined)	-0.3	-1	2.5	11	11	-1	7	-19	-16
62	COc1cccc(-c2noc(-c3ccc(Cl)nc3)n2)c1	-0.5	1	0.2	2	0	3	1	-16	-7
63	CCOC(=O)c1ccc(NC2=CC(=O)C(=O)c3ccccc32)cc1	0.0	1	1.9	-3	-8	3	1	15	-21
64	Cc1ccc(S(=O)(=O)NCc2ccco2)cc1C	0.4	-1	-0.3	9	3[fluorescence artefact?]	-3	-3	-12	-28
65	COc1ccccc1N1CCN(/N=C/c2cc(OC)c(OC)c(OC)c2)CC1	-1.0	0	0.5	-6	2	1	7	/	-15
66	NC(=O)N\N=C/C=C/C=C/c1ccc(F)cc1	-0.1	-1	1.0	-12	4	-1	-1	-14	0
67	CCOc1ccc(Nc2nc(Cc3nnc(SCC(=O)c4ccc(C)c(C)c4)o3)cs2)cc1	-0.1	3	-3.8	6	-17	-4	-1	-4	-40
68	Cc1ccc(S(=O)(=O)N2CCN(C(=O)c3n[nH]c(=O)c4ccccc34)CC2)cc1	0.4	-2	-0.4	15	3	-3	1	-17	0

# Assay outcomes from PubChem.
